# Bioassay records (PubChem BioAssay)
# Mtb BioA inh: inhibitors of Mycobacterium tuberculosis BioA enzyme | AID 602481 | inhibition, % at 9.99 µM | purified M. tuberculosis BioA enzyme, plate reader | actives 0.096% (n = 360,000); in the data active = inhibition above about 40%; inconclusive = no clear call, values can overlap the other calls
# FadD28 FP inh: inhibitors of Mycobacterium tuberculosis FadD28 bisubstrate binding; FadD28 bisubstrate probe binding, fluorescence polarization; inhibition, % at 12.5 µM; actives 0.22% (n = 360,000); AID 588549; in the data active = inhibition above about 8.5%, passing the limit was not always enough; inconclusive = no clear call, values can overlap the other calls
# Mtb FBA inh: inhibitors of M. tuberculosis fructose-bisphosphate aldolase. P9WQA3. purified M. tuberculosis FBA, fluorescence read-out. inhibition, % at 1 µM. actives 2.3% (n = 360,000). AID 588726; in the data active = inhibition above about 27%;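 also: 0% = vehicle and 100% = reference inhibitor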
# Target sequence (P9WQA3 whole entry, looked up): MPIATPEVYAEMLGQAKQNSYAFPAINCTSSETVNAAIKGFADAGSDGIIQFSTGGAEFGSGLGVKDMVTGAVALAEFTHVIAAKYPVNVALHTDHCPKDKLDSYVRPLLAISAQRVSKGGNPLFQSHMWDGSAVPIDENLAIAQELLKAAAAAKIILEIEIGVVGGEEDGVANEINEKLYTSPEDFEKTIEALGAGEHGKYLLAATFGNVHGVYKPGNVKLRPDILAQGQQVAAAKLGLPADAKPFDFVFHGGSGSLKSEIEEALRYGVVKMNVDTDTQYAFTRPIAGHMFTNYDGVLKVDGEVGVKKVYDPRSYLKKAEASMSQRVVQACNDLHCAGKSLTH
# Anthrax LF prot: blocks Bacillus anthracis lethal factor protease; inhibition, % at 10 µM; actives 0.12% (n = 360,000); AID 588501; multiplex microsphere protease cleavage assay, LF; also: plate controls were buffer without enzyme for full effect and enzyme alone for no effect
# BoNT-A LC inh2: inhibitors of Botulinum neurotoxin A light chain protease; multiplex microsphere protease substrate cleavage, flow cytometry; inhibition, % at 10 µM; actives 0.17% (n = 360,000); AID 588499; also: plate controls were buffer without enzyme for full effect and enzyme alone for no effect
# BoNT-F LC inh: BoNT F light chain protease inhibition | Multiplex microsphere protease cleavage assay, flow cytometry | inhibition, % at 10 µM | actives 0.22% (n = 360,000); in the data active = inhibition above about 35%, passing the limit was not always enough; inconclusive = no clear call, values can overlap the other calls; also: plate controls were buffer without enzyme for full effect and enzyme alone for no effect
# GDH-TPI counter: inhibits GDH-TPI coupling enzymes, artifact for Mtb FBA screen; inhibition, % at 4.8 µM; AID 588335; actives 1.2% (n = 360,000); GDH-TPI coupled enzyme counterscreen, NADH absorbance; in the data active = inhibition above about 30%;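 also: 0% = DMSO wells and 100% = wells lacking the enzyme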
# PfHsp40 yeast: restores yeast growth despite PfHsp40 toxicity. S. cerevisiae expressing PfHsp40, growth rescue, ATP luminescence. growth rescue, % at 12.5 µM. actives 0.68% (n = 340,000). AID 504582; in the data active = growth rescue above about 28%, passing the limit was not always enough; inconclusive = no clear call, values can overlap the other calls;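 also: yeast W303a lacking pdr1 and pdr3 grown in galactose medium; growth measured after three days at 30 °C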
# Mtb UGM inh: blocks M. tuberculosis UGM enzyme; purified UGM, fluorescence polarization probe displacement; actives 0.06% (n = 320,000); inhibition, % at 10 µM; in the data active = inhibition above about 10%, passing the limit was not always enough; inconclusive = no clear call, values can overlap the other calls
# Target sequence (P9WIQ1 whole entry, looked up): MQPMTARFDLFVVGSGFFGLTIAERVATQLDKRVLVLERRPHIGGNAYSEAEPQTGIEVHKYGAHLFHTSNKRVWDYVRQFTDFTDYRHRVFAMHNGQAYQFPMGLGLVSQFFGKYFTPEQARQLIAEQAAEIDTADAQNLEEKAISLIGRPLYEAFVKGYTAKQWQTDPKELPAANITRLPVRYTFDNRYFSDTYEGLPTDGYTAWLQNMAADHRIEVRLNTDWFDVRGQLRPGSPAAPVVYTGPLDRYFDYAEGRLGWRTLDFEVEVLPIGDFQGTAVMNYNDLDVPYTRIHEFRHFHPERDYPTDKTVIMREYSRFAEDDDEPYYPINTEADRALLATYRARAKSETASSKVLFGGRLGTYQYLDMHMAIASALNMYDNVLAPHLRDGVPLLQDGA
# Numbers without * were called inactive; ? = inconclusive; · = no result given. Rule as the data show it, unless noted: active = inhibition above about 30%; inconclusive = no clear call, values can overlap the other calls; inactive = below that. Outcome played no part in choosing rows; any-hit rate near 4.7%.
SMILES,Mtb BioA inh,FadD28 FP inh,Mtb FBA inh,Anthrax LF prot,BoNT-A LC inh2,BoNT-F LC inh,GDH-TPI counter,PfHsp40 yeast,Mtb UGM inh
COc1ccc2c(c1)C(=O)[C@@H](O)[C@H](c1ccc(OC)c(Br)c1)O2,-0.8,-0.1,10,7,3.5,-8,15,2.0,1.4
COC(=O)[C@@H](NC(=O)c1ccc2c(c1)S(=O)(=O)c1ccccc1C2=O)C(C)C,-0.3,-0.7,-1,-12,0.2,-13,-1,-0.7,1.9
Brc1ccc(-c2nnc(-c3cccnc3)o2)cc1,·,-4.4,2,-7,-0.8,?,-5,1.5,1.4
O=C1c2ccccc2C(=O)N1c1ccccc1,0.8,-2.6,-1,0,0.3,-8,1,1.2,·
COc1ccc([C@H](OC)[C@@]2(Cc3ccc(O)cc3)N=C(N)N(C)C2=O)cc1,-1.7,-0.7,-1,2,0.0,-7,-1,-0.4,1.4
COC(=O)c1sccc1NC(=O)/C=C/c1c(Cl)cccc1Cl,·,-2.7,-2,2,0.3,-2,7,-0.2,-5.5
O=S1(=O)CCN2C(=N1)SC1=C2CCN(Cc2ccccc2)C1,-0.6,-6.4,1,-1,0.6,-4,-10,-0.4,0.4
CCc1c(C)c2ccc(OCC(=O)NCC3CCC(C(=O)O)CC3)c(C)c2oc1=O (stereo unspecified),0.3,-5.6,38*,-1,0.4,3,5,-0.6,0.1
CCOCCn1c(=NC(=O)CSCC(=O)Nc2cc(C)on2)sc2cc(OC)ccc21,-1.2,-2.7,6,-2,-0.1,4,20,-0.6,0.1
Cc1ccccc1C(=O)Nc1nnc(-c2ccco2)o1,·,0.1,2,2,-0.1,-3,8,1.6,-0.3
O=C1NC(=O)/C(=C/c2ccc(-c3cccc([N+](=O)[O-])c3)o2)S1,-2.3,-1.3,2,·,·,·,17,-1.0,-0.6
Cc1ccc(-c2nc3ncccc3o2)cc1NC(=O)COc1ccccc1,1.9,-2.1,4,-8,-0.7,6,9,0.4,0.5
CCc1cc(C(=O)OC)c(NC(=O)CC2NCCNC2=O)s1 (stereo unspecified),1.6,0.9,8,0,?,0,-12,-2.6,1.2
CCS(=O)(=O)c1c(S(=O)(=O)CC)c2ccccn2c1C(N)=O,·,-4.7,0,-1,0.2,3,-9,-1.0,0.4
Cc1ccccc1-n1c(SCC(=O)Nc2c(C)cccc2C)nc(O)cc1=O,-1.8,1.0,5,0,-0.8,-1,2,0.6,4.0
O=S(=O)(Cc1cc(NCc2ccccc2)nc(-c2ccccn2)n1)c1ccccc1,·,-1.5,0,2,-1.3,4,7,1.8,0.4
Cc1onc(-c2ccccc2Cl)c1C(=O)NCc1nc(-c2ccc(C(F)(F)F)cc2)no1,·,-2.4,-1,-6,0.2,-4,4,-1.6,2.1
COc1ccc(CCNC(=O)c2csc3c2CCCC3)cc1OC,1.6,1.2,-1,2,0.3,3,13,-1.3,2.1
CCC(C)(C)n1nnnc1C(c1cc2cccc(C)c2[nH]c1=O)N1CCCC1 (stereo unspecified),0.1,-0.2,2,3,?,4,9,0.3,1.4
C#Cc1cccc(C(=O)N2CCCC(C(=O)c3ccc(OC)cc3C)C2)c1 (stereo unspecified),5.5,-6.3,0,2,-0.2,4,1,-0.7,0.6
CC(=O)c1cccc(NC(=O)COC(=O)CCC(=O)c2cccs2)c1,4.6,-4.7,0,-4,0.7,-8,1,-0.7,·
CCN(Cc1ccccc1)C(=O)C1CCN(Cc2ccc(OC)c(OC)c2OC)CC1,4.9,0.8,-2,1,?,-1,11,0.5,-0.8
O=C(Cc1cccs1)Nc1cccc(-c2nnc(-c3ccco3)o2)c1,-1.2,-1.9,19,5,-0.2,-6,2,17,-0.7
S=c1[nH]nc(-c2ccco2)n1/N=C/c1cccc(Cl)c1,·,-3.2,-2,-15,?,?,-2,0.2,0.6
Cc1ccc(C(=O)NCC(=O)OCc2nnc(-c3ccc([N+](=O)[O-])cc3)o2)cc1,0.4,-1.0,-3,-3,0.3,2,8,·,·

# Random excerpt: 4 compounds from above
SMILES,Mtb BioA inh,FadD28 FP inh,Mtb FBA inh,Anthrax LF prot,BoNT-A LC inh2,BoNT-F LC inh,GDH-TPI counter,PfHsp40 yeast,Mtb UGM inh
Cc1onc(-c2ccccc2Cl)c1C(=O)NCc1nc(-c2ccc(C(F)(F)F)cc2)no1,·,-2.4,-1,-6,0.2,-4,4,-1.6,2.1
Cc1ccc(-c2nc3ncccc3o2)cc1NC(=O)COc1ccccc1,1.9,-2.1,4,-8,-0.7,6,9,0.4,0.5
CCS(=O)(=O)c1c(S(=O)(=O)CC)c2ccccn2c1C(N)=O,·,-4.7,0,-1,0.2,3,-9,-1.0,0.4
CCC(C)(C)n1nnnc1C(c1cc2cccc(C)c2[nH]c1=O)N1CCCC1 (stereo unspecified),0.1,-0.2,2,3,?,4,9,0.3,1.4

# The listing picks up; the three compounds before the break are reprinted first.
SMILES,Mtb BioA inh,FadD28 FP inh,Mtb FBA inh,Anthrax LF prot,BoNT-A LC inh2,BoNT-F LC inh,GDH-TPI counter,PfHsp40 yeast,Mtb UGM inh
O=C(Cc1cccs1)Nc1cccc(-c2nnc(-c3ccco3)o2)c1,-1.2,-1.9,19,5,-0.2,-6,2,17,-0.7
S=c1[nH]nc(-c2ccco2)n1/N=C/c1cccc(Cl)c1,·,-3.2,-2,-15,?,?,-2,0.2,0.6
Cc1ccc(C(=O)NCC(=O)OCc2nnc(-c3ccc([N+](=O)[O-])cc3)o2)cc1,0.4,-1.0,-3,-3,0.3,2,8,·,·
O=C(Nc1ccccc1)N1CCN(Cc2ccc3c(c2)OCO3)CC1,76*,0.8,3,7,-0.2,4,11,-1.0,-1.8
CCOC(=O)C1CCCN(c2ncnc3c2oc2ccccc23)C1 (stereo unspecified),0.6,-3.7,1,0,0.3,2,-3,0.4,0.5
O=C(CN(C(=O)CCC(=O)Nc1nccs1)c1cccc(F)c1)NCc1ccc2c(c1)OCO2,-0.5,-1.3,6,9,-2.7,-4,5,-2.2,-0.4
CCOC(=O)c1ccc(NC(=O)CSc2nnnn2CCCO)cc1,-0.2,0.0,-1,-1,-0.9,-3,-4,-0.8,0.4
CC(OC(=O)/C=C/c1ccc2ccccc2n1)C(=O)N(C)c1ccccc1 (stereo unspecified),-0.9,-1.3,2,-3,-1.4,-11,0,0.0,-0.2
COc1ccc(C)cc1NC(=O)NCc1ccccn1,0.5,-4.4,-5,3,0.3,1,-7,1.3,-2.2
CCOc1ccc(-c2noc(CCCC(=O)NC3CCCC3)n2)cc1OC,-1.8,-0.1,0,0,-0.3,-2,0,0.3,0.6
Cc1cccc(-c2cc3nc(C)cc(C)n3n2)c1,·,-0.6,11,-4,-0.4,-7,6,-1.5,-3.2
CCOc1ccc(NC(=O)CSc2nccn(-c3ccc4c(c3)OCCO4)c2=O)cc1,·,-4.2,0,1,-5.5,-14,10,0.2,0.0
Fc1ccccc1Cc1noc(CN2CCN(Cc3ccc4c(c3)OCO4)CC2)n1,-2.4,-0.8,3,1,0.4,-1,6,-0.4,-1.0
COc1cc(-c2nnc(Sc3ccc(C(F)(F)F)cc3[N+](=O)[O-])o2)cc(OC)c1OC,-0.8,2.8,4,-1,-0.6,-6,-1,-0.5,0.8
COc1ccccc1NC(=O)CSc1n[nH]c(-c2ccco2)n1,1.5,-3.1,1,-6,-1.2,-13,0,-1.1,·
Cc1nc2c(-c3ccccc3)c(C)nn2c(C)c1CCC(=O)O,0.6,-5.0,1,-11,-0.4,-5,-3,-0.2,2.1
O=C(NC1CCCC1)C(c1ccccc1)N(Cc1ccccc1)C(=O)c1csnn1 (stereo unspecified),0.6,-3.9,-4,-6,0.6,-19,1,-1.6,-2.2
O=C(COc1ccc(Br)cc1)N(Cc1nnc(-c2ccccc2Cl)o1)C1CC1,-0.5,-0.9,1,-2,0.3,-1,-3,·,·
CCCc1cc(=O)[nH]c(SCCc2ccccc2)n1,1.2,-0.4,1,-6,-0.3,?,-1,-1.2,-1.0
O=C(NCCCN1CCCC1=O)c1cc(=O)c2ccccc2o1,·,0.5,2,-1,0.1,-5,-11,-0.7,-1.8
COc1ccccc1NS(=O)(=O)c1cc(NC(=O)Nc2ccccc2)ccc1N1CCCCC1,-0.1,-1.5,1,0,1.3,0,7,46*,-2.4
CC1C(=O)Nc2ccccc2N1C(=O)c1ccc(F)cc1 (stereo unspecified),-1.3,1.8,1,6,-1.8,-4,-5,0.7,-1.2
CCCC(=O)NC(c1ccc(Cl)cc1)c1ccc2cccnc2c1O (stereo unspecified),-0.2,-3.2,-7,5,-1.8,?,-11,?,-0.7
CC(=O)C[C@@H](O)CC(=O)[C@@H]1OC(=O)CCCCCCCCc2ccccc21,-0.5,-2.5,-1,0,-0.9,-9,-16,3.4,-1.6
O=S(=O)(N1CCCCC1)N1CCNCC1,0.1,-2.3,-3,2,0.2,5,0,-0.1,-0.6
Cn1cc(C(=O)c2ccc(Cl)cc2Cl)cc1C(=O)N/N=C(\N)COc1cccc(C(F)(F)F)c1,-2.5,0.7,1,-5,-1.2,-4,2,1.2,-1.2
COc1cc(OC)c2c(-c3cccc(-c4ccc(N(C)C)cc4)c3)cc(=O)oc2c1,-0.5,-0.6,4,-1,-1.1,-12,13,0.7,·
CCN(c1ccc(C(O)(C(=O)OC)C(F)(F)F)cc1)S(=O)(=O)c1ccc(C)cc1 (stereo unspecified),·,-13,-2,-2,-0.6,-13,-10,3.2,0.2

# More entries:
SMILES,Mtb BioA inh,FadD28 FP inh,Mtb FBA inh,Anthrax LF prot,BoNT-A LC inh2,BoNT-F LC inh,GDH-TPI counter,PfHsp40 yeast,Mtb UGM inh
CCCCOCC(O)Cn1c(C)nc2ccccc21 (stereo unspecified),·,-0.9,4,0,0.4,4,-8,-0.1,2.1
CSc1nnc2c(=O)[nH]c(=O)n(C)c2n1,-1.3,-0.8,3,-4,0.3,2,18,-0.6,·
c1ccc2c(c1)CSc1ccccc1C2C1=NCCN1 (stereo unspecified),·,0.2,2,-2,-0.1,-2,9,-0.3,2.7
COc1cc(OC)cc(C(=O)O/N=C(\N)c2ccccn2)c1,6.4,-3.1,1,-7,0.5,4,7,·,0.4
O=c1[nH]c(=S)n(Cc2ccc(F)cc2)c(O)c1/C=N/N1CCCCCC1,·,4.0,0,0,-1.6,-14,16,16,-2.8
Cc1ccc(C(=O)NCC(=O)OC(C)C(=O)NC2CCCCC2C)cc1C (stereo unspecified),·,-3.9,-4,-1,0.7,-3,8,-0.8,0.7
CC(C)CCSc1nnc(Cn2c(=O)sc3ccccc32)n1C,-1.1,-3.1,0,9,-0.4,-1,13,-1.3,-0.3
O=C(NC(Cc1ccccc1)C(=O)O)/C(=C/c1ccc([N+](=O)[O-])cc1)NC(=O)c1ccccc1 (stereo unspecified),-6.7,·,-1,-1,4.8,18,16,0.3,0.6
O=C(NC1CCCCCC1)C1CCN(S(=O)(=O)c2cnc[nH]2)CC1,·,-2.9,-2,0,-0.6,-2,-5,-1.2,0.1
O=C(COC(=O)Cc1ccccc1F)NCc1ccc(Cl)cc1,0.6,-1.3,6,-3,1.1,-1,13,-0.9,-0.3
O=S(=O)(c1cc(Cl)ccc1Cl)n1ccnc1,·,-3.8,0,-2,-0.4,-3,-1,-1.0,·
CCN(CC)S(=O)(=O)c1cccc(-c2nnc(SCc3nnc(-c4ccccc4)o3)n2C)c1,·,-1.5,1,-1,0.1,-18,2,-0.3,0.9
OCCNc1nc(OCC(F)(F)F)nc(N2CCN(C34CC5CC(CC(C5)C3)C4)CC2)n1,-0.8,-3.0,·,-1,0.6,?,·,-0.9,0.4
O=S(=O)(NC1CCN(Cc2ccccc2)CC1)c1cccc(S(=O)(=O)N2CCOCC2)c1,0.1,-1.2,4,-8,-2.2,-8,0,0.8,1.1
O=C(O)CNS(=O)(=O)c1ccc2[nH]c(=O)c(=O)[nH]c2c1,·,-3.3,16,-6,-0.7,-4,12,-0.2,-0.3
COc1cccc(-n2nc3c(=S)[nH]nc(C)c3c2C)c1,·,-3.1,-2,2,0.7,-10,7,2.5,-0.4
NC1=NC(c2ccccc2Cl)n2c(nc3ccccc32)N1 (stereo unspecified),0.9,-4.0,-7,5,-0.4,0,11,-1.0,2.5
O=c1c([N+](=O)[O-])cc(C(F)(F)F)cn1Cc1cccc(Cl)c1,2.3,0.0,-3,-10,0.7,4,7,-0.1,1.6
